NR2E3 ag-1: NR2E3 (human) agonism. GST-NR2E3/biotin-RetCOR TR-FRET, 1536-well. 320,000 tested, 0.12% active. Q9Y5X4. AID 2300. inhibition of corepressor binding, % at 4.78 µM;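 active = percent inhibition above the cutoff of mean plus 3 SD of all tested compounds, set per screening campaign, cut at about 20% in these data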;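 also: 0% = DMSO wells and 100% = biotin wells as full block of FRET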
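Material: NR2E3–RetCOR corepressor complex / Amount: 1.35 nM GST-NR2E3 / Medium: Tris pH 7.5 / Compound: single nominal compound dose of 4.8 µM / Incubation: 5 h at 4 °C / Technique: TR-FRET, Eu(K)-anti-GST donor, streptavidin-D2 acceptor, ex 340, em 617/671 nm / Read-out basis: percent loss of FRET ratio relative to control wells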
Shn3 inh set2: Schnurri-3 reporter inhibition in Clone20 osteoblasts | Clone20 osteoblast Shn3 3'UTR firefly luciferase, 24 h | inhibition, % at 12.5 µM | 360,000 tested, 0.52% active | AID 588674;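 active = mean inhibition of at least 75% with every replicate also reaching 75%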;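 also: 0% = median of neutral control wells and 100% = pilot-screen positive control compound; some compounds past the cut are filed as inactive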
NR2E3 ag-2: human photoreceptor-specific nuclear receptor agonism | Q9Y5X4 | AID 602229 | inhibition of corepressor binding, % at 3.98 µM | 360,000 tested, 0.35% active | CHO-S Gal4-NCOR/VP16-NR2E3 two-hybrid, luciferase;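 active = inhibition above the mean of all tested compounds plus 3 SD, cut at about 70% in these data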;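 also: 0% = DMSO with NR2E3 transfected cells and 100% = cells lacking NR2E3 construct; higher means lower luciferase signal from less NR2E3 corepressor binding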
MITF TRPM1 inh: reduces MITF-dependent TRPM1 promoter luciferase signal. SK-MEL-5 TRPM1 promoter luciferase, 24 h. inhibition, % at 12.5 µM. 330,000 tested, 0.83% active. AID 488899;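 active = mean inhibition across replicates of 60% or more, whatever share of single replicates reaches that level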; also: values of inactives mirror those of a sister screen read the other way
HIF-2a inh: inhibitors of HIF-2a. 360,000 tested, 0.72% active. 786-0 RCC cells HIF-2a reporter, luciferase luminescence, overnight. inhibition, % at 18.8 µM;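 active = inhibition of the luminescence signal of 40% or more relative to plate controls, in a single-dose primary screen at 18.75 µM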
Cardio protect: myocardial damage modulation in H9c2 cells. H9c2 cardiomyocytes, H2O2 injury protection, ATPLite, 2 h. AID 588492. protection from H2O2 cell death, % at 20 µM. 360,000 tested, 0.63% active;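 active = compounds giving at least 50% protection of heart cells from peroxide-induced death in the single-dose screen, raw or plate-pattern-corrected value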;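 also: 0% = DMSO wells with peroxide and 100% = DMSO wells without peroxide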
Peg3 promoter: Peg3 promoter activity inhibition | HeLa PEG-Prom luciferase reporter, luminescence, overnight | inhibition, % at 20 µM | 360,000 tested, 1.7% active;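 active = inhibition of at least 50% at 20 µM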
CaV13 ICDI inh: Primary screen for inhibitors of IQ motif and Ca2+-dependent inactivation inhibitor domain binding in CACNA1D, Förster resonance energy transfer in living cells, … | HEK cells, CFP/YFP FRET ICDI-IQ, plate reader, 10 min; percent FRET-ratio fall versus neutral wells | inhibition, % at 12.3 µM | 340,000 tested, 0.098% active | AID 743397;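 active = mean replicate inhibition of at least 30% and at least 1% of replicates passing that level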;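 also: 0% = median of the neutral control wells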
iPSC survival up: enhancers of human iPSC single-cell survival; hiPSC single-cell survival, ATPlite luminescence; 100% = ROCK inhibitor wells, 0% = DMSO; survival enhancement, % at 20 µM; 360,000 tested, 0.044% active; in the data active = survival enhancement above about 18%;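 also: cells exposed to compounds for 16 hours before the ATP read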
PDI inh: PDI (human) enzyme inhibition | P07237 | PDI insulin aggregation turbidity, A650, 90 min | 350,000 tested, 0.052% active | AID 588391 | inhibition, % at 10 µM;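 active = mean inhibition across replicates of 30% or more, whatever share of single replicates reach that level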;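 also: absorbance from insulin aggregation driven by PDI reduction with DTT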
Target sequence (P07237 whole entry, looked up): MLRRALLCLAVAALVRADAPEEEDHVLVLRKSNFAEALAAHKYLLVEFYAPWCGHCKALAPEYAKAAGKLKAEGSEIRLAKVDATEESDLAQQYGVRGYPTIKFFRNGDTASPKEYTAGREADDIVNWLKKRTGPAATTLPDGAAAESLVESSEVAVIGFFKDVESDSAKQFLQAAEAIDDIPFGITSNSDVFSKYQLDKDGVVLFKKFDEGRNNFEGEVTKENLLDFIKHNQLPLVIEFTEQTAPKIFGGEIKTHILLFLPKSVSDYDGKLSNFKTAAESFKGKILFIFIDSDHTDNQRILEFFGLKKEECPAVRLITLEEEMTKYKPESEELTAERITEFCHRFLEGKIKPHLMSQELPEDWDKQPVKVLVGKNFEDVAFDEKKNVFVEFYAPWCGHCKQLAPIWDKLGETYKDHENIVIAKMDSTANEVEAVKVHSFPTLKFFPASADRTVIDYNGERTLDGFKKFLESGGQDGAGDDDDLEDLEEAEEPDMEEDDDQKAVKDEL
HTR2A ag: mouse HTR2A agonism via beta-arrestin recruitment. 360,000 tested, 0.66% active. CHO-K1 mHTR2A beta-arrestin complementation, luminescence; percent of 30 µM serotonin response. activation, % at 7.6 µM;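 active = activation above a run cutoff, the mean activation of all tested compounds plus 3 SD, cut at about 14% in these data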;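 also: 0% = plate median of compound wells and 100% = 30 µM serotonin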
Target sequence (P35363 whole entry, looked up): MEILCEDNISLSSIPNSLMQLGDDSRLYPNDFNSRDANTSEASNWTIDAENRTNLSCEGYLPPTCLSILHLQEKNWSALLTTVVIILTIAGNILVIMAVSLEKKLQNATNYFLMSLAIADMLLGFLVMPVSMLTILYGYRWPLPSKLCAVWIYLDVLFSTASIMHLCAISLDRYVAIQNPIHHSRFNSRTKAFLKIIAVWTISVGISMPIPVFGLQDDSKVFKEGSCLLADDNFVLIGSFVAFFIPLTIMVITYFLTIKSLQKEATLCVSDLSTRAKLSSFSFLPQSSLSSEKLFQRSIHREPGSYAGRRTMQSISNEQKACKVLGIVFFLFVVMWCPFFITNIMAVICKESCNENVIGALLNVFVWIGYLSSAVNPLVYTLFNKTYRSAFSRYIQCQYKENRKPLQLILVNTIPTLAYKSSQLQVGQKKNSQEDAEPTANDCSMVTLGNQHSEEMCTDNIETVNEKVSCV
Active calls of the source: *; / = not tested or not shown.

No.	Compound	NR2E3 ag-1	CaV13 ICDI inh	iPSC survival up	Shn3 inh set2	HTR2A ag	HIF-2a inh
1	CCn1cc(S(=O)(=O)N2CCN(Cc3cccc(Cl)c3)CC2)cn1	1	-6	-0.9	4	-5	10
2	COc1ccc(CNC(=O)N2CCN(c3ccc(F)cc3)CC2)cc1Cl	0	-3	-0.1	2	2	10
3	O=C(Nc1cc(S(=O)(=O)Nc2ccccc2F)ccc1Cl)c1ccc(F)cc1F	/	-18	-0.9	-7	-1	14
4	CCc1ccc(NC(=O)CSc2nc3ccsc3c(=O)n2CCCCCC(=O)O)cc1	-2	-5	6.8	-26	4	31
5	COc1ccc(C(=O)N/N=C(\C)CC(=O)Nc2ccc3ccccc3c2)c(OC)c1	0	-6	0.2	-9	-1	-60
6	CC(=O)N1CCCc2ccc(NS(=O)(=O)c3ccc(C)c(C)c3)cc21	-1	-3	0.4	72	5	5
7	COc1cc(CNCCN(C)C)ccc1OCc1c(F)cccc1Cl	1	5	-0.5	-1	-5	7
8	COc1cc(C(=O)Nc2nccs2)cc(OC)c1OC	1	-4	-2.1	-1	1	-5
9	Cc1cnc2c(c1)C(=O)c1ccccc1-2	-3	-14	-0.3	-19	1	-21
10	O=S(=O)(c1ccc(F)c(Cl)c1)N1CCN(C/C=C/c2ccccc2)CC1	1	-3	0.0	8	-2	10
11	Nn1cnnc1N/N=C/c1ccccc1C(F)(F)F	-1	-2	0.0	-4	4	14
12	Cc1ccccc1Cn1cc(/C=N/n2cnnc2)c2ccccc21	-2	-4	-2.2	11	0	20

No.	MITF TRPM1 inh	NR2E3 ag-2	PDI inh	Cardio protect	Peg3 promoter
1	-6	-9	-2	1	-1
2	-4	6	-4	4	18
3	-3	-21	4	-1	21
4	1	2	2	1	24
5	28	-47	5	-1	-31
6	16	67	1	-12	-7
7	-22	-3	0	22	3
8	1	4	-1	7	2
9	-11	-20	1	-3	-17
10	10	18	-5	-11	22
11	8	-5	-2	2	1
12	4	-2	13	-12	21

Remaining list, next part.
No.	Compound	NR2E3 ag-1	CaV13 ICDI inh	iPSC survival up	Shn3 inh set2	HTR2A ag	HIF-2a inh
13	C=CCNC(=O)NC(=O)COC(=O)/C(C#N)=C/c1ccc(OC)cc1	1	9	0.0	-34	3	3
14	CCC(=O)N1CCCC(C)(C(=O)Nc2nccc3ccccc23)C1 (stereo unspecified)	/	-7	-2.2	-5	0	8
15	Cn1cc(S(=O)(=O)N2CCOCC2)cc1C(=O)NCc1ccccc1Cl	-3	-4	-1.7	-26	-1	-3
16	CCOP(=O)(OCC)C(C)(C)NC(=O)Nc1ccc(Cl)c(Cl)c1	-5	-2	0.3	15	-1	23
17	O=C(c1ccccc1F)N1CCN(C2CCC(c3ccccc3)CC2)CC1 (stereo unspecified)	4	-3	-1.0	-2	-14	11
18	O=C(NCc1ccco1)c1ccc(Cl)c(S(=O)(=O)N2CCCC2)c1	3	-6	-0.4	3	10	5
19	O=c1oc(CCCO)cc2ccc(C#CC3(O)CCCCC3)cc12	3	-5	4.2	-2	1	-79
20	COc1cccc(C(=O)Nc2nnc(-c3cccs3)s2)c1	-1	-5	3.2	1	4	-163
21	COc1ccccc1N1CCN(C(=O)CSc2nc(N)cc(=O)[nH]2)CC1	0	-5	-1.1	-12	-4	-14
22	CCOC(=O)[C@H]1[C@H]2COc3ccc(Cl)cc3[C@@H]2N2C(=O)c3cc(F)ccc3NC(=O)[C@@]12C	2	-5	1.9	3	-3	1
23	O=C(O)Cn1c(=O)c2c3c(sc2n(Cc2ccccc2F)c1=O)CCCC3	1	-18	0.2	3	2	14
24	CCC(NC(=O)NCCCn1ccnc1)(C(F)(F)F)C(F)(F)F	-2	-6	5.3	-8	-1	9

No.	MITF TRPM1 inh	NR2E3 ag-2	PDI inh	Cardio protect	Peg3 promoter
13	7	-1	7	4	-3
14	/	-1	-3	3	13
15	-5	4	/	6	1
16	2	12	-1	-8	24
17	1	15	2	-6	17
18	-1	-9	-4	-8	12
19	-45	-68	2	18	-154
20	-10	-64	3	2	-166
21	8	-12	-1	3	-12
22	-1	-8	-3	14	-4
23	-7	6	-1	3	12
24	6	14	-3	-2	15

Other records follow.
No.	Compound	NR2E3 ag-1	CaV13 ICDI inh	iPSC survival up	Shn3 inh set2	HTR2A ag	HIF-2a inh
25	CCC(=O)c1ccc(OCC(O)CN2CCN(c3cccc(C(F)(F)F)c3)CC2)cc1 (stereo unspecified)	5	-2	-0.3	17	-5	12
26	CNc1c(N=Cc2cccnc2)c(=O)n(C)c(=O)n1C	2	-3	6.2	-4	1	6
27	CCc1ccc(NC(=O)C(C)OC(=O)CN2C(=O)NC3(CCCC3)C2=O)cc1 (stereo unspecified)	2	-5	-0.1	-21	2	-40
28	Nc1c(C(=O)NC2CC2)sc2nc3c(c(-c4ccco4)c12)CC/C3=C/c1ccco1	8	/	-1.4	-4	5	-3
29	CC(NC(=S)N1CCOCC1)c1ccccc1 (stereo unspecified)	3	-5	-0.8	8	-4	2
30	CCC1=C2CC[C@H]3C(=O)N(c4ccccc4)C(=O)[C@H]3[C@H]2[C@@]2(C)C(=NCC(=O)OC)OC(=O)N2C1=O	-2	-4	0.4	-8	3	-4
31	CC1=C(C(=O)N2CCCCCC2)CC(CC(=O)NCCCCc2ccccc2)C(=O)N1Cc1ccccc1 (stereo unspecified)	/	-6	4.0	8	-2	14
32	CC(NC(=O)c1cc2ccccc2oc1=O)c1ccccc1 (stereo unspecified)	3	-23	0.2	-16	5	-92
33	CCOc1c2ccc(C(=O)NCc3ccc(OC(F)(F)F)cc3)cc2nn1CC	-1	-6	2.5	-16	1	-11
34	C/C(=N\Nc1ccc(S(=O)(=O)N2CCOCC2)cc1[N+](=O)[O-])C(C)C	2	-3	0.5	-15	3	3
35	Cc1ccc(NC(=O)CCc2ccc(S(=O)(=O)N3CCOCC3)cc2)c(C)c1	-1	-4	-1.0	-12	-3	7
36	CC1Sc2ccc(C(=O)Nc3ccc(S(=O)(=O)N(C)C)cc3)cc2NC1=O (stereo unspecified)	-4	-16	-0.4	-23	-6	27

No.	MITF TRPM1 inh	NR2E3 ag-2	PDI inh	Cardio protect	Peg3 promoter
25	11	-20	13	-21	29
26	5	-5	8	1	1
27	-15	-15	5	-1	-18
28	-3	3	-11	6	-7
29	4	2	-3	-2	5
30	3	-9	0	8	-5
31	/	-12	/	6	6
32	-34	-2	2	-10	-70
33	5	-16	-1	7	1
34	6	9	1	-8	44
35	-1	-16	-1	0	2
36	17	-12	-2	13	21

(cont.)
No.	Compound	NR2E3 ag-1	CaV13 ICDI inh	iPSC survival up	Shn3 inh set2	HTR2A ag	HIF-2a inh
37	COC(=O)c1ccc(C(=S)N2CCOCC2)cc1	0	-5	6.9	-7	5	-8
38	Nc1nc(COC(=O)CCC(=O)c2ccccc2)nc(Nc2ccccc2)n1	/	-1	-0.6	-1	3	-9
39	CN(N=O)c1ccc(C=C2C=Cc3ccccc32)cc1	/	-7	-0.2	-1	-13	-282
40	C=CC[C@@H](CC(=O)N[C@@H](CO)Cc1ccccc1)C(=O)N[C@H](COC(=O)[C@@H](CC=C)Cc1ccc(F)cc1)C(C)(C)C	/	-6	11	20	-4	1
41	COc1ccccc1CNC(=O)c1nn(-c2ccc(C)cc2)c(=O)c2c1c1ccccc1n2C	0	/	5.6	-2	3	8
42	O=C1CCCCC(=O)[C@H](O)C[C@H](c2ccccc2)O1	/	-7	0.2	/	-5	10
43	CCOC(=O)C1(C)CCCN(C(=O)c2ccccc2F)C1 (stereo unspecified)	/	-6	1.4	10	-2	2
44	Cc1cc(Oc2ccc3ccccc3c2)nc(SCC(=O)c2ccccc2)n1	2	-18	0.2	32	-5	33
45	COc1ccc(OCc2cc(C(=O)NCC3CCOCC3)no2)c(Cl)c1	-2	-3	1.2	-65	-4	-208
46	CN(C)CCNC(=O)c1ccccc1-c1ccccc1	0	-5	-3.0	-16	0	13
47	OC1(c2ccc(Br)cc2)CCNCC1	3	-8	-1.6	-12	2	5
48	O=C(NC1CC1)c1cc2cc(Br)ccc2s1	2	/	0.1	49	-2	-159

No.	MITF TRPM1 inh	NR2E3 ag-2	PDI inh	Cardio protect	Peg3 promoter
37	-6	-2	7	12	-17
38	-15	6	-10	-6	-12
39	-75	-211	7	-7	-360
40	1	-14	-1	-4	5
41	21	-1	-14	29	14
42	/	-16	/	/	/
43	/	-23	0	2	-1
44	18	-21	3	-18	41
45	-57	-93	-6	0	-296
46	-4	-11	2	-2	5
47	-11	12	1	9	9
48	-27	-35	17	-11	-182

Of the compounds above, 10 have a Cl atom.
No.	Compound	NR2E3 ag-1	CaV13 ICDI inh	iPSC survival up	Shn3 inh set2	HTR2A ag	HIF-2a inh
1	CCn1cc(S(=O)(=O)N2CCN(Cc3cccc(Cl)c3)CC2)cn1	1	-6	-0.9	4	-5	10
2	COc1ccc(CNC(=O)N2CCN(c3ccc(F)cc3)CC2)cc1Cl	0	-3	-0.1	2	2	10
3	O=C(Nc1cc(S(=O)(=O)Nc2ccccc2F)ccc1Cl)c1ccc(F)cc1F	/	-18	-0.9	-7	-1	14
7	COc1cc(CNCCN(C)C)ccc1OCc1c(F)cccc1Cl	1	5	-0.5	-1	-5	7
10	O=S(=O)(c1ccc(F)c(Cl)c1)N1CCN(C/C=C/c2ccccc2)CC1	1	-3	0.0	8	-2	10
15	Cn1cc(S(=O)(=O)N2CCOCC2)cc1C(=O)NCc1ccccc1Cl	-3	-4	-1.7	-26	-1	-3
16	CCOP(=O)(OCC)C(C)(C)NC(=O)Nc1ccc(Cl)c(Cl)c1	-5	-2	0.3	15	-1	23
18	O=C(NCc1ccco1)c1ccc(Cl)c(S(=O)(=O)N2CCCC2)c1	3	-6	-0.4	3	10	5
22	CCOC(=O)[C@H]1[C@H]2COc3ccc(Cl)cc3[C@@H]2N2C(=O)c3cc(F)ccc3NC(=O)[C@@]12C	2	-5	1.9	3	-3	1
45	COc1ccc(OCc2cc(C(=O)NCC3CCOCC3)no2)c(Cl)c1	-2	-3	1.2	-65	-4	-208

No.	MITF TRPM1 inh	NR2E3 ag-2	PDI inh	Cardio protect	Peg3 promoter
1	-6	-9	-2	1	-1
2	-4	6	-4	4	18
3	-3	-21	4	-1	21
7	-22	-3	0	22	3
10	10	18	-5	-11	22
15	-5	4	/	6	1
16	2	12	-1	-8	24
18	-1	-9	-4	-8	12
22	-1	-8	-3	14	-4
45	-57	-93	-6	0	-296

Limited to NR2E3 ag-1 and HIF-2a inh, for some of the entries so far:
cpd | SMILES | NR2E3 ag-1 | HIF-2a inh
25 | CCC(=O)c1ccc(OCC(O)CN2CCN(c3cccc(C(F)(F)F)c3)CC2)cc1 (stereo unspecified) | 5 | 12
42 | O=C1CCCCC(=O)[C@H](O)C[C@H](c2ccccc2)O1 | / | 10
